# KCNK9 inh = human KCNK9 channel inhibition; Q9NPC2; HEK293 KCNK9, FluxOR thallium flux fluorescence; active compounds read low; B-score at 10 µM; 310,000 compounds, 1.2% hits;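 active = ratio B-score over 3 SD below the library mean, with starting fluorescence within 5 SD of its mean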;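 note: negative B-score means less thallium flux so channel inhibition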
# Target sequence (Q9NPC2 whole entry, looked up): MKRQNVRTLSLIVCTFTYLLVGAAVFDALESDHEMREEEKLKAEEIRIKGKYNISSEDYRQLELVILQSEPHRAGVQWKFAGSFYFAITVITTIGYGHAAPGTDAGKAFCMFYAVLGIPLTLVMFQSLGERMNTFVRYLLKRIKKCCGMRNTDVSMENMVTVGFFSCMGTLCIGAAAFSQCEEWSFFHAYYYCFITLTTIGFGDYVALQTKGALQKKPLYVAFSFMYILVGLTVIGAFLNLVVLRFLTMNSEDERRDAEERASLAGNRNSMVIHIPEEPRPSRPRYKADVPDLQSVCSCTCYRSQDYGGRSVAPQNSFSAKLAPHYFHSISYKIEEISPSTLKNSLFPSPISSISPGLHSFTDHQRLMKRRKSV
# hERG protect = compounds protecting human hERG from proarrhythmic drug block | CHO-hERG, FluxOR thallium flux, dofetilide IC70 present | activation (rescue from dofetilide block), less the hit threshold, % at 10 µM | 310,000 compounds, 0.51% hits | AID 1511;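 active = activation above the mean of controls blocked by dofetilide plus 5 SD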;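 note: thallium influx through hERG after potassium depolarization seen as dye fluorescence rise; in these data hits start at about 4.7%; inactives centre near -7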
# Dyrk1A ADPGlo = blocks rat Dyrk1A kinase activity; AID 504441; Q63470; ADP-Glo luminescence, NFATc1 peptide; inhibition, % at 12.5 µM; 310,000 compounds, 0.43% hits; in the data active = inhibition above about 50%;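 note: plate controls were vehicle with enzyme for no effect and no enzyme for full effect; many of its hits are not listed in these tables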
# TRPC4 PAM = TRPC4 (mouse) allosteric potentiation. HEK293 TRPC4beta/mu-opioid, DAMGO EC20, Fluo-4 Ca2+ flux; active compounds read high. Q9QUQ5. AID 2227. 310,000 compounds, 0.42% hits. B-score at 10 µM;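 active = B-score of calcium response area above 5 SD of library B-scores, with initial fluorescence ratio within 5 SD of library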;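 note: B-score of integrated fluorescence ratio over time as area under calcium response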
# PolyA inh = blocks polyadenylation in yeast reporter cells. calls only at 12 µM. 300,000 compounds, 0.02% hits. S. cerevisiae SKY197-pL101 polyadenylation reporter, beta-gal luminescence; efflux-impaired pdr1/pdr3 knockout yeast; score 100 = 6 SD above DMSO;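 active = lowest replicate activity score at least 50, where 100 means six control SD above control mean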;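 note: yeast exposed to compound for 9 h at 30 °C; higher score means more reporter readthrough which indicates perturbed polyadenylation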
# KCNQ1 pot = potentiates or activates the human KCNQ1 potassium channel; CHO-K1 KCNQ1, thallium flux FluxOR fluorescence; active compounds read high; 310,000 compounds, 0.35% hits; AID 2648; B-score at 10 µM; P51787;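 active = fluorescence ratio B-score, a plate-corrected score, at least three library SD, with initial intensity B-score within 5 SD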
# Target sequence (P51787 whole entry, looked up): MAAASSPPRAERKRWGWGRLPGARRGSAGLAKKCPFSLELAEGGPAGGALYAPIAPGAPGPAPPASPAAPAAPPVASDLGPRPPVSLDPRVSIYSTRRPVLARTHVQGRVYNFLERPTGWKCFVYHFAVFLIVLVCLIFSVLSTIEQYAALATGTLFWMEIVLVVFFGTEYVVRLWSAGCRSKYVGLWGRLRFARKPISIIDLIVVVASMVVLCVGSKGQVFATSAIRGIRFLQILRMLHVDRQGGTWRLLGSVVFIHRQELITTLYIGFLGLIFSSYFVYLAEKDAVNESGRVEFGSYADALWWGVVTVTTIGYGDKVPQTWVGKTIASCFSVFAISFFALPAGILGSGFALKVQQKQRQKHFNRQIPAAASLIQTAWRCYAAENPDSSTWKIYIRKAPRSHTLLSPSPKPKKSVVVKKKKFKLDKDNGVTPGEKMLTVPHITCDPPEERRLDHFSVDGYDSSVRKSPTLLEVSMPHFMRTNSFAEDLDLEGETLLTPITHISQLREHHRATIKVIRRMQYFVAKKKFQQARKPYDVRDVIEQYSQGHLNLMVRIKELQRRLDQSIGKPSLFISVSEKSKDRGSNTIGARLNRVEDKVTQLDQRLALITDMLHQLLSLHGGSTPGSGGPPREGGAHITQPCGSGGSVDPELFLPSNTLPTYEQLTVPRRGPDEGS
#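 Doses: Single concentration per compound, DMSO matched to controls | Test system: KCNQ1-transfected CHO-K1 cells | Timing: 90 min dye loading and 20 min compound exposure, both at room temperature | Measured by: Kinetic FluxOR thallium fluorescence, 10-s 1-Hz baseline, 110-s post-stimulus read | Medium: Assay buffer with matched DMSO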
# Platelet DG rel = modulates dense granule release in human platelets | human platelet-rich plasma, SFLLRN dense granule ATP release, luminescence | inhibition, %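 (compounds screened at 7.5 µM in platelet-rich plasma)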 | 300,000 compounds, 0.22% hits | AID 1663;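 active = mean replicate score, as percent of positive control, at or above 50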
# TRPC4 agonist = activators of mouse TRPC4 channel. HEK293 TRPC4beta/mu-opioid, Fluo4 calcium fluorescence; active compounds read high. B-score at 10 µM. 310,000 compounds, 0.49% hits. AID 2237;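 active = B-score above 5 SD of library B-scores, and initial fluorescence ratio not above library mean plus 5 SD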;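 note: positive B-score marks a calcium rise read as TRPC4 activation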
#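 System – HEK293 cells stably co-expressing mouse TRPC4beta and mu-opioid receptor · Signal – Fluo4 calcium-sensitive dye fluorescence, kinetic, 1 Hz baseline · Benchmarks – buffer (low) and maximal DAMGO (high) · Read-out – B score of integrated fluorescence ratio per well · Incubation – dye loading 45 min room temperature, 110 s kinetic read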
# KCNK3 inh = human KCNK3 channel inhibition, primary screen | CHO-KCNK3 thallium flux, FluxOR fluorescence; active compounds read low | B-score at 10 µM | 340,000 compounds, 0.84% hits | AID 602410;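 active = B-score under library mean minus 4 SD, starting fluorescence ratio at most library mean plus 5 SD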;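 note: more negative B-score means stronger inhibition of thallium flux through KCNK3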
# TRPC4 block = inhibitors of mouse TRPC4 channel; HEK293 TRPC4beta/mu-opioid, DAMGO-evoked Fluo4 calcium flux; active compounds read low; B-score at 10 µM; Q9QUQ5; 300,000 compounds, 0.39% hits;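 active = B-score over 3 SD under the library average, no early fluorescence shift, positive overall ratio signal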
#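 Material: HEK293 cells with stable TRPC4beta plus mu-opioid receptor expression; probe or stimulus: DAMGO in two steps, submaximal then maximal; technique: Fluo4 calcium fluorescence by kinetic imaging, 5 s 1 Hz baseline; measure: integrated fluorescence ratio relative to baseline, converted to per-well B score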
# KCNQ1 inh = blocks the human KCNQ1 potassium channel. P51787. CHO-K1 KCNQ1, FluxOR thallium flux fluorescence; active compounds read high. B-score at 10 µM. 310,000 compounds, 1.3% hits. AID 2642;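 active = compounds whose thallium flux B-score, printed positive for inhibition, exceeds three library SD while starting fluorescence stays within three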;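 note: channel opened by potassium depolarization with thallium stimulus after 20 min compound exposure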
# Starred values were filed as active, the others as inactive; i = inactive; nt = no result given. Some of the compounds tested (hit frequency here may not be typical).
(1) CC(C)N(C(=O)C(=O)c1cccn1-c1ccccc1C#N)C(C)C
(2) CN(C)S(=O)(=O)c1ccc(N2CCCC2)c(C(=O)Nc2cccc(F)c2)c1
(3) CN(Cc1ccccc1)S(=O)(=O)c1ccc(Cl)c(C(=O)OCC(N)=O)c1
(4) O=C(O)CCC(=O)Nc1ccc(C(=O)N2CCCCC2)cc1
(5) CCC1Oc2ccccc2N(CC(=O)NCCCN2CCCCC2C)C1=O (stereo unspecified)
(6) O=C(NCCc1ccc(F)cc1)c1coc(=O)c(Br)c1
(7) Cc1ccc(S(=O)(=O)N(CC(O)CN2CCCCC2)c2cccc([N+](=O)[O-])c2)cc1 (stereo unspecified)
(8) CSc1nsc(SCC(=O)Nc2ccc(F)cc2F)n1
(9) CC1(C)Cc2c(sc3c2c(=O)n(-c2ccc(Cl)cc2)c(=O)n3CC(N)=O)CO1
(10) CCc1ccccc1NC(=O)CN1CCN(CC(=O)Nc2ccc(-c3ccccc3)cc2)CC1

assay / compound | 1 | 2 | 3 | 4 | 5 | 6 | 7 | 8 | 9 | 10
KCNK9 inh | i | i | i | i | i | i | i | i | i | i
hERG protect | -1.4 | -8.8 | -6.4 | -7.2 | -8.9 | 2.9 | -7.7 | -2.6 | -13.8 | -6.8
Dyrk1A ADPGlo | -2.0 | 6.8 | -7.9 | nt | -10.3 | -3.3 | 0.9 | 0.9 | 9.8 | -0.5
TRPC4 PAM | i | i | i | i | i | i | i | i | i | i
PolyA inh | i | i | i | i | i | i | i | i | i | i
KCNQ1 pot | i | i | i | i | i | i | i | i | i | i
Platelet DG rel | -3.9 | 5.5 | -11.2 | -5.1 | -6.7 | nt | 8.5 | -18.6 | nt | -8.4
TRPC4 agonist | i | i | i | i | i | i | i | i | i | i
KCNK3 inh | i | i | i | i | i | i | i | i | i | i
TRPC4 block | i | i | i | i | i | i | i | i | i | i
KCNQ1 inh | i | i | i | i | i | i | i | i | i | i

(11) CCc1ccccc1NC(=O)CSc1nnc(CCNC(=O)OC(C)(C)C)o1
(12) O=C(CSc1nnc(CNC(=O)c2ccccc2)o1)NCc1ccccc1Cl
(13) CC(C)OCCCn1c(-c2ccc(Br)cc2)c[nH]c1=S
(14) Cc1ccc(S(=O)(=O)Oc2cccc(/C=N/n3cnnc3)c2)cc1
(15) Cn1c(=O)c2c(nc(CN3CCN(Cc4ccccc4)CC3)n2CCN2CCOCC2)n(C)c1=O
(16) COCCCNC(=O)CCc1nc(-c2ccccc2)no1
(17) COc1ccc(CCNC(=O)c2ccc(OC)c(OC)c2)cc1OC
(18) Cc1cc(OCC(=O)NCCc2ccc(S(N)(=O)=O)cc2)c2c(C)cc(=O)oc2c1
(19) O=C(NN1CC(C(=O)OCc2ccc(Cl)cc2Cl)CC1=O)c1ccccc1 (stereo unspecified)
(20) Cc1sc2ncnc(Sc3ccccc3C(=O)Nc3ccc(Br)cc3)c2c1C

assay / compound | 11 | 12 | 13 | 14 | 15 | 16 | 17 | 18 | 19 | 20
KCNK9 inh | i | i | i | i | i | i | i | i | i | i
hERG protect | -9.5 | -9.7 | -4.8 | -17.3 | -14.6 | -9.6 | -7.7 | -7.0 | -9.8 | -10.3
Dyrk1A ADPGlo | 2.8 | -3.4 | nt | 4.7 | -0.6 | 4.6 | -5.2 | 4.2 | 1.4 | 4.1
TRPC4 PAM | i | i | i | i | i | i | i | i | i | i
PolyA inh | i | i | i | i | i | i | i | i | i | i
KCNQ1 pot | i | i | i | i | i | i | i | i | i | i
Platelet DG rel | 6.6 | -6.0 | 18.1 | 2.4 | -1.4 | 9.6 | 1.0 | 3.6 | 2.8 | -0.4
TRPC4 agonist | i | i | i | i | i | i | i | i | i | i
KCNK3 inh | i | i | i | i | i | i | i | i | i | i
TRPC4 block | i | i | i | i | i | i | i | i | i | i
KCNQ1 inh | i | i | i | i | i | i | i | i | i | i

(21) NC(=O)c1ccccc1NC(=O)Nc1cccc(Cl)c1
(22) O=C(COc1ccccc1)Nn1cnc2ccccc21
(23) N#Cc1c(N)nc(SCc2ccccc2)c(C#N)c1-c1ccco1
(24) CN1CCN(Cc2nc(Cc3cccc(F)c3)no2)CC1c1ccccc1 (stereo unspecified)
(25) CCOc1ccc(NC(=O)CN(C)C(=O)CCCc2nc3ccccc3c(=O)[nH]2)cc1OCC
(26) Cc1ccn2c(=O)nc(SCC(=O)N3CCN(c4ccccc4)CC3)nc2c1
(27) O=C(O)c1ccc(NC(=O)c2ccccc2NC(=O)c2ccccc2Br)cc1
(28) Cc1ccccc1Oc1ccc(-c2nc(N)nc(N)n2)cc1
(29) COc1ccc(NC(=O)C(CCS(C)(=O)=O)NC(C)=O)cc1 (stereo unspecified)
(30) COCc1cc(C)nc(N/N=C/c2ccc(Cl)c(Cl)c2)c1C#N

assay / compound | 21 | 22 | 23 | 24 | 25 | 26 | 27 | 28 | 29 | 30
KCNK9 inh | i | i | i | i | i | i | i | i | i | i
hERG protect | -6.1 | -7.6 | -7.0 | -3.5 | -12.3 | -13.2 | 0.2 | -14.2 | -9.1 | -10.0
Dyrk1A ADPGlo | -6.5 | 7.3 | -3.4 | -1.5 | 14.1 | 1.3 | -0.1 | 0.2 | 1.9 | -0.4
TRPC4 PAM | i | i | i | i | i | i | i | i | i | i
PolyA inh | i | i | i | i | i | i | i | i | i | i
KCNQ1 pot | i | i | i | i | i | i | i | i | i | i
Platelet DG rel | 10.2 | -3.2 | -4.1 | -2.4 | 0.5 | 1.0 | 1.3 | -0.5 | -2.3 | -4.4
TRPC4 agonist | i | i | i | i | i | i | i | i | i | i
KCNK3 inh | i | i | i | i | i | i | i | i | i | i
TRPC4 block | nt | i | i | i | i | i | i | i | i | i
KCNQ1 inh | i | i | i | i | i | i | i | i | i | i

# 6 of these compounds in another layout:
no.	compound	KCNK9 inh	hERG protect	Dyrk1A ADPGlo	TRPC4 PAM	PolyA inh	KCNQ1 pot	Platelet DG rel	TRPC4 agonist	KCNK3 inh	TRPC4 block	KCNQ1 inh
25	CCOc1ccc(NC(=O)CN(C)C(=O)CCCc2nc3ccccc3c(=O)[nH]2)cc1OCC	i	-12.3	14.1	i	i	i	0.5	i	i	i	i
26	Cc1ccn2c(=O)nc(SCC(=O)N3CCN(c4ccccc4)CC3)nc2c1	i	-13.2	1.3	i	i	i	1.0	i	i	i	i
27	O=C(O)c1ccc(NC(=O)c2ccccc2NC(=O)c2ccccc2Br)cc1	i	0.2	-0.1	i	i	i	1.3	i	i	i	i
28	Cc1ccccc1Oc1ccc(-c2nc(N)nc(N)n2)cc1	i	-14.2	0.2	i	i	i	-0.5	i	i	i	i
29	COc1ccc(NC(=O)C(CCS(C)(=O)=O)NC(C)=O)cc1 (stereo unspecified)	i	-9.1	1.9	i	i	i	-2.3	i	i	i	i
30	COCc1cc(C)nc(N/N=C/c2ccc(Cl)c(Cl)c2)c1C#N	i	-10.0	-0.4	i	i	i	-4.4	i	i	i	i

# Later entries:
# Order of results – KCNK9 inh	hERG protect	Dyrk1A ADPGlo	TRPC4 PAM	PolyA inh	KCNQ1 pot	Platelet DG rel	TRPC4 agonist	KCNK3 inh	TRPC4 block	KCNQ1 inh
31) CC1CCN(C(=O)Oc2ccccc2)CC1
 : i	-4.7	-0.6	i	i	i	9.3	i	i	i	i
32) CC(C)CCN1CCN(Cc2cn[nH]c2C2CCCCC2)CC1CCO (stereo unspecified)
 : i	-9.9	-2.7	i	i	i	0.9	i	i	i	i
33) O=C(OCC(=O)N1CCN(C(=O)c2ccco2)CC1)c1sc2ccccc2c1Cl
 : i	-2.4	-1.1	i	i	i	7.2	i	i	i	i
34) COc1ccc(CN2CCOCCOCCOCCOCC2)cc1
 : i	-9.5	nt	i	i	i	11.3	i	i	i	i
35) CC1CCCN(C(=O)c2cc3c(-c4ccc(Cl)cc4)nn(C)c3s2)C1 (stereo unspecified)
 : i	-2.9	-5.0	i	i	i	-8.0	i	i	i	i
36) O=C(Nc1ccnn1C1CCN(C(=O)c2cc(Cl)ccc2F)CC1)C1CCOC1 (stereo unspecified)
 : i	-6.7	-1.8	i	i	i	7.2	i	i	i	i
37) OC(C#Cc1ccccn1)c1cccs1 (stereo unspecified)
 : i	-11.1	3.6	i	i	i	1.0	i	i	i	i
38) Fc1ccc(C2CC(c3ccco3)=NN2c2ccccc2)cc1 (stereo unspecified)
 : -7.91*	-16.6	0.2	i	i	i	0.8	i	i	i	7*
39) O=S(=O)(c1ccc(OCC(O)CNC23CC4CC(CC(C4)C2)C3)c(Cl)c1)N1CCOCC1 (stereo unspecified)
 : i	-1.4	-3.1	i	i	i	-14.1	i	i	i	i
40) O=C(Nc1ccccc1C(=O)NCCc1ccccc1)c1ccco1
 : i	-11.0	1.9	i	i	i	-0.2	i	i	i	i
41) CNC(=O)COc1ncnc2sc(C)c(C)c12
 : i	-10.4	7.0	i	i	i	3.9	i	i	i	i
42) Clc1ccc(CNC2CCN(Cc3ccccc3)CC2)cc1
 : i	-4.1	13.6	i	i	i	0.3	i	i	i	i
43) Cc1cccc(NC(=O)C2CCCN(S(=O)(=O)c3ccc4c(c3)oc(=O)n4C)C2)c1 (stereo unspecified)
 : i	-14.1	4.8	i	i	i	1.7	i	i	i	i
44) CNC(=O)COC(=O)/C=C/c1ccco1
 : i	-3.4	18.8	i	i	i	5.4	i	i	i	i
45) Cc1cc(NC(=O)CSc2cn(CCNC(=O)c3ccc(F)cc3)c3ccccc23)no1
 : i	-7.3	0.3	i	i	i	3.0	i	i	i	i
46) CC(C)C(NC(=O)c1ccc(F)cc1)C(=O)OCC(=O)N1CC(=O)Nc2ccccc21 (stereo unspecified)
 : i	-11.7	-4.9	i	i	i	-6.6	i	i	i	i
47) CCOC(=O)C1=C(C)NC2=C(C(=O)CC(C)(C)C2)C1c1cccc(C)n1 (stereo unspecified)
 : i	-12.4	nt	i	i	i	14.4	i	i	i	i
48) CCCCCCCCCC(=O)N/N=C/c1ccc(C)s1
 : i	-16.4	4.4	i	i	i	-3.6	i	i	i	i
49) Cc1ccccc1OC1C(=O)N(Cc2ccc3c(c2)OCO3)C1c1sccc1C (stereo unspecified)
 : i	-2.6	0.8	i	i	i	-0.8	i	i	i	i
50) COc1ccc(S(=O)(=O)N2c3ccccc3OCC2CC(=O)O)cc1 (stereo unspecified)
 : i	-1.6	0.3	i	i	i	-5.9	i	i	i	i
